# TRPC6 inh: mouse TRPC6 channel inhibition; AID 2553; HEK293-TRPC6, membrane potential dye, ACh-evoked depolarization; active compounds read low; B-score at 10 µM; 310,000 tested, 1.1% active;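 active means B-score under library mean minus 3 SD, initial fluorescence not abnormally high, positive integrated signal ratio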;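 further: B-score derived from integrated fluorescence ratio over the kinetic read; more negative B-score means stronger inhibition of depolarization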
# RGS4 pot: potentiators or activators of RGS4. 310,000 tested, 0.92% active. B-score at 10 µM. HEK293 M3R/inducible RGS4, carbachol calcium flux Fluo4; active compounds read low. AID 463111;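 active means B-score of the integrated calcium signal more than 4 SD below the library mean, with starting fluorescence not abnormally high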;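 further: negative B-score means reduced calcium response which marks RGS4 activation or potentiation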
#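 Material: M3R-expressing HEK293 line, RGS4 induced by doxycycline | Schedule: Overnight RGS4 induction, 30 min dye load 37 °C, 20 min compound RT | Measured by: Fluo4 fluorescence kinetic imaging of calcium | Read-out: Integrated calcium ratio converted to B score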
# MrgX1 PAM: human MrgX1 positive allosteric modulation, primary screen | B-score at 10 µM | MrgX1-HEK293, Fluo-4 calcium flux, FDSS; active compounds read high | Q96LB2 | AID 588675 | 310,000 tested, 0.63% active;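 active means plate-corrected calcium response at least 3 library SD above typical, normal starting fluorescence, not activating the receptor alone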;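 further: compound read alongside a low EC10 to EC30 dose of BAM8-22 agonist; peak minus trough fluorescence over baseline measured at the second addition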
# Target sequence (Q96LB2 whole entry, looked up): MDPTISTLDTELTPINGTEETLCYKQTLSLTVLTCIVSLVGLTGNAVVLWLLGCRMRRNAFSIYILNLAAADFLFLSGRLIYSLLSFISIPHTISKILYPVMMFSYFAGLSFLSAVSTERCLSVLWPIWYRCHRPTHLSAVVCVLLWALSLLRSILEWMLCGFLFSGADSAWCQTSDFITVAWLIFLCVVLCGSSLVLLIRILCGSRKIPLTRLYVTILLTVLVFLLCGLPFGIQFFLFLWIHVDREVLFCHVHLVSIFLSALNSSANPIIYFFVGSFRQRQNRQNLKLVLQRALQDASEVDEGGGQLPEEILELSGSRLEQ
# HIF activator: HIF pathway transcriptional activation | U2OS HRE-luciferase reporter, luminescence; normalized: DMSO 0%, desferrioxamine 100% | activation, % at 7.5 µM (by protocol) | 300,000 tested, 0.32% active | AID 1910;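 active means mean activation of at least 10% of the iron chelator positive control signal, with at least half of replicates also reaching 10%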
# MrgX1 antagonist: antagonists of human MrgX1 receptor; B-score at 10 µM; Q96LB2; 310,000 tested, 1.3% active; MRGX1-HEK293 calcium flux, Fluo-4, BAM8-22 antagonism; active compounds read low;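 active means calcium-response B-score plate-corrected more than 3 library SD below zero, starting fluorescence within 5 deviations, no agonist response on first addition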;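 further: peak minus trough fluorescence over baseline after final BAM8-22 challenge near maximal dose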
# TRPC6 activator: activators of mouse TRPC6 channel; Q61143; HEK293-TRPC6 membrane potential dye fluorescence; active compounds read high; B-score at 10 µM; 310,000 tested, 0.13% active; AID 2550;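 active means B-score of the integrated fluorescence ratio above library mean plus 3 SD, and starting fluorescence ratio within library mean plus 5 SD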;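 further: higher score means more depolarization so channel activation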
# RGS4 inh: human RGS4 inhibition; P49798; HEK293 M3R/RGS4 inducible, Fluo-4 calcium flux; active compounds read high; triggered by carbachol at its EC20; AID 463165; 310,000 tested, 0.45% active; B-score at 10 µM;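 active means B-score, a plate-corrected calcium signal, over three deviations above library mean, with baseline fluorescence within five deviations of library mean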;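 further: RGS4 expression induced by doxycycline in cells with stable M3 receptor; B-score is computed from the integrated fluorescence ratio over baseline after carbachol; higher B-score means a larger calcium signal and so more RGS4 inhibition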
# Target sequence (P49798 whole entry, looked up): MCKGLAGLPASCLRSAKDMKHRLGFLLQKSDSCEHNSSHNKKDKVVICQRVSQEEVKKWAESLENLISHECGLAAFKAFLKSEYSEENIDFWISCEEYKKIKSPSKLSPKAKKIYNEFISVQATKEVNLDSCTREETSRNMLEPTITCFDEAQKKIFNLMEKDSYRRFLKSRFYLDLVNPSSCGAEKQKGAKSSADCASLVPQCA
# SKKanGAS inh: inhibitors of SKKanGAS S. pyogenes growth in kanamycin (SK-promoter or general growth effect) | BacTiter-Glo, 6 h | AID 1662 | inhibition, % at 7.5 µM | 300,000 tested, 1.3% active;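 active means mean replicate score, as percent of positive control median, at least 50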;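 further: strain carries kanamycin resistance gene driven by streptokinase promoter and grows in 40 µg/ml kanamycin; loss of luminescence reflects streptokinase promoter inhibition or plain growth inhibition; 0% = median of DMSO wells and 100% = positive control at its reference dose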
# MrgX1 agonist: agonists of human MrgX1 receptor. Q96LB2. MrgX1-HEK293 cells, Fluo-4 calcium fluorescence, agonist mode; active compounds read high. B-score at 10 µM. 310,000 tested, 0.44% active. AID 588627;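 active means calcium response B-score plate-corrected fluorescence ratio at least 3 library SD, with starting fluorescence B-score inside 5 SD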
#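 Assay system: MrgX1-expressing HEK293 cells / Amount: fifteen thousand cells per well / Doses: test compound in the initial addition of three / Timing: cells plated overnight, dye loaded 0.5 h 37 °C, 0.5 h room temperature / Technique: kinetic calcium dye fluorescence, Fluo-4 NW / Control set: positive and negative controls per plate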
# Platelet DG rel: platelet dense granule release activity | human platelet-rich plasma, SFLLRN dense granule ATP release, luminescence | inhibition, %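 (compounds screened at 7.5 µM in platelet-rich plasma)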 | 300,000 tested, 0.22% active | AID 1663;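 active means mean replicate score, as percent of positive control, at or above 50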
# TRPC4 block: inhibitors of mouse TRPC4 channel. Q9QUQ5. HEK293 TRPC4beta/mu-opioid, DAMGO-evoked Fluo4 calcium flux; active compounds read low. B-score at 10 µM. 300,000 tested, 0.39% active. AID 2247;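 active means B-score over 3 SD under the library average, no early fluorescence shift, positive overall ratio signal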
#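 Material: HEK293 cells with stable TRPC4beta plus mu-opioid receptor expression / Probe or stimulus: DAMGO in two steps, submaximal then maximal / Compound: single concentration per test compound / Technique: kinetic Fluo4 fluorescence imaging of calcium influx / Read-out: per-well B score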
# Numbers without * were called inactive; i = inactive.
structure	SKKanGAS inh	MrgX1 antagonist	MrgX1 agonist	Platelet DG rel	MrgX1 PAM	TRPC6 activator	RGS4 inh	RGS4 pot	HIF activator	TRPC4 block	TRPC6 inh
CCN(CC)C(=O)c1sc(NC(=O)C(Sc2ccccc2)c2ccccc2)c(C(=O)OC(C)C)c1C (centres undefined)	10	i	i	-1	i	i	i	i	-0.6	i	i
Cc1[nH]c2ccccc2c1-c1csc(N)n1	6	i	i	1	i	i	i	i	-0.2	i	i
CC(Oc1ccc(Br)cc1)C(=O)NCC(C)(C)N1CCOCC1 (centres undefined)	1	i	i	-5	i	i	i	i	0.6	i	i
CC(C)(CNc1ccc([N+](=O)[O-])cc1Cl)CNS(C)(=O)=O	-1	i	i	0	i	i	i	i	0.0	i	i
CN1C(=O)C(C)(C)c2cc(S(=O)(=O)N3CCC(C(=O)NCc4ccccc4Cl)CC3)ccc21	-2	i	i	-23	i	i	i	i	-0.6	i	i
CCC(C)Cn1c(C(C)C)nc2ccccc21 (centres undefined)	0	i	i	0	i	i	i	i	-0.5	i	i
C/C(=N\N=C\c1cccc(F)c1)c1nnn(-c2nonc2N)c1C	-5	i	i	-6	i	i	i	i	0.5	i	i
C/C(=N\NC(=O)CC1N=C(Cc2ccccc2)NNC1=O)c1ccc(Br)cc1 (centres undefined)	-2	i	i	10	i	i	i	i	0.0	i	i
O=C(NCC1(c2ccccc2)CCCC1)C(=O)N1CCOCC1	-9	i	i	1	i	i	i	i	-0.7	i	i
O=C(NCCN1CCOCC1)c1ccc([N+](=O)[O-])cc1[N+](=O)[O-]	12	i	i	1	i	i	i	i	-13	i	i
COCCOC(=O)c1c(C)oc2ccc(NS(=O)(=O)c3ccccc3)cc12	-14	i	i	-1	i	i	i	i	-0.6	i	i
COC(=O)/C(=C/N(C)C)C(=O)N1CCN(c2ccc(Cl)c(Cl)c2)CC1	-8	i	i	6	i	i	i	i	0.4	i	i
c1ccc(Nc2c3c(nc4ncnn24)CCC3)cc1	-4	i	i	4	i	i	i	i	-0.2	i	i
CCCCOC(=O)n1c(SCC(=O)N(C)C)nc2ccccc21	-4	i	i	4	i	i	i	i	0.1	i	i
O=C(CCNC(=O)c1ccccc1Cl)NCCc1ccc(C(F)(F)F)cc1	-2	i	i	5	i	i	i	i	-0.7	i	i
C=CCn1c(O)c(N=NC(=O)OC(C)(C)C)c2ccccc21	-2	i	i	-18	i	i	i	i	0.3	i	i
CN1CCN(C(=O)C2CCCN(c3ncnc4c3nc3n4CCCCC3)C2)CC1 (centres undefined)	-1	i	i	7	i	i	i	i	0.1	i	i
CCCCCCOC(=O)C1=C(C)NC(=O)NC1c1ccc(O)cc1 (centres undefined)	7	i	i	3	i	i	i	i	0.3	i	i
COc1ccc(Cl)cc1C(=O)Nc1ccc2c(c1)OCO2	-6	i	i	3	i	i	i	i	4.2	i	i
Cc1ccc2c(Cl)cc(Cl)c(OCC(=O)NC(=O)NCc3ccco3)c2n1	1	i	i	-2	i	i	i	i	-0.2	i	i
CCC1CCCCN1c1nc(-c2cccc(OC)c2O)nc2ccccc12 (centres undefined)	38	i	i	-10	i	i	i	i	0.2	i	i
COc1ccc(Nc2ncc(C(=O)N3CCC(C(N)=O)CC3)c3ccccc23)cc1	-5	i	i	-1	i	i	i	i	0.4	i	i
COC(=O)c1ccc(/C=N\N2CCN(c3ccccc3)CC2)cc1	-1	i	i	9	i	i	i	i	-0.5	i	i
CCOC(=O)/C(C#N)=C/c1cn(CCC(=O)O)nc1-c1cccc(Cl)c1	11	i	i	1	i	i	4.7*	i	0.1	i	i
COc1ccc(C(=O)N2CCN(c3cnn(-c4ccccc4)c(=O)c3Cl)CC2)cc1	0	i	i	0	i	i	i	i	-1.2	i	i
CCN1CCc2nc3sc(C(=O)N4CCc5ccccc5C4)c(N)c3cc2C1	8	i	i	-3	i	i	i	i	-0.5	i	i
CC(=O)Nc1ccc(N/C=C/C(=O)c2ccc(Cl)cc2)cc1	-4	i	i	-5	i	i	i	i	0.3	i	i
CCCCNC(=S)NNC(=O)c1c(Cl)c(C)nn1C	-14	i	i	-15	i	i	i	i	-0.6	i	i
CCCCNc1nc2ccccc2n1CC(=O)Nc1c(C)cccc1CC	-3	i	i	4	i	i	i	i	0.1	i	i
O=C(NC1CCCCC1)N(Cc1ccccc1)Cc1ccco1	7	i	i	8	i	i	i	i	-0.3	i	i

# Complete entries as entered above. Order of screens: SKKanGAS inh	MrgX1 antagonist	MrgX1 agonist	Platelet DG rel	MrgX1 PAM	TRPC6 activator	RGS4 inh	RGS4 pot	HIF activator	TRPC4 block	TRPC6 inh
# Entry for `CCOC(=O)/C(C#N)=C/c1cn(CCC(=O)O)nc1-c1cccc(Cl)c1` → 11	i	i	1	i	i	4.7*	i	0.1	i	i
# Entry for `CCC1CCCCN1c1nc(-c2cccc(OC)c2O)nc2ccccc12` (centres undefined) → 38	i	i	-10	i	i	i	i	0.2	i	i

# (further entries)
structure	SKKanGAS inh	MrgX1 antagonist	MrgX1 agonist	Platelet DG rel	MrgX1 PAM	TRPC6 activator	RGS4 inh	RGS4 pot	HIF activator	TRPC4 block	TRPC6 inh
CC(=O)NCCC1CCCCN1C(=O)c1cc(COc2cc(C)ccc2C)on1 (centres undefined)	15	i	i	13	i	i	i	i	5.4	i	i
COCCNC(=O)C(c1ccc(C)o1)N(C(=O)c1snc(C(N)=O)c1N)c1cc(C)cc(C)c1 (centres undefined)	2	i	i	-5	i	i	i	i	-0.2	i	i
Cc1cc(C)n(-c2ccc(C(=O)OCC(=O)NCc3ccc(Cl)cc3)cc2)n1	-4	i	i	12	i	i	i	i	-0.4	i	i
CN(C)S(=O)(=O)c1ccc(S(=O)(=O)N2CCCC2)cc1	-2	i	i	1	i	i	i	i	0.1	i	i
O=C1CCc2cc(S(=O)(=O)NC(Cc3ccccc3)C(=O)N3CCN(c4ccccn4)CC3)ccc2N1 (centres undefined)	9	i	i	-2	i	i	i	i	-0.6	i	i
CC(C)NC(=S)N1CCN(S(=O)(=O)c2cccc(C(F)(F)F)c2)CC1	-10	i	i	-15	i	i	i	i	-0.3	i	i
N/C(=N/OC(=O)c1ccc(Cl)cc1)c1ncc([N+](=O)[O-])s1	5	i	i	-7	i	i	i	i	0.6	i	i
CC12CCC(C(=O)N(CSC(=S)N/N=C\c3ccccc3Cl)C1=O)C2(C)C (centres undefined)	7	i	i	-4	i	i	i	i	-1.0	i	i
COc1ccccc1Nc1nc(-c2sc(N)nc2C)cs1	23	i	i	0	i	i	i	i	1.0	i	i
O=C(CCC(=O)Nc1ccc(Cl)cc1)N/N=C/c1ccc2c(c1)OCO2	2	i	i	-5	i	i	i	i	-0.5	i	i
Cc1ccccc1C1C(C#N)=C2N=C(N)c3ccccc3N2C2=C1C(=O)CCC2 (centres undefined)	-7	i	i	-4	i	i	i	i	-0.9	i	i
CCCCc1cn(C[C@H]2CC[C@@H]([C@@H]3CC[C@H](Cn4cc(CCCC)nn4)O3)O2)nn1	1	i	i	-3	i	i	i	i	-0.1	i	i
COc1ccc(CC(=O)Oc2ccccc2Cl)cc1S(=O)(=O)N1CCOCC1	-3	i	i	-6	i	i	i	i	0.0	i	i
Cc1nc2ccccc2n1S(=O)(=O)c1ccc(S(=O)(=O)N2CCCCCC2)cc1	2	i	i	0	i	i	i	i	-0.3	i	i
O=C(Nc1ccc(N2CCN(Cc3ccccc3F)CC2)cc1)c1ccccc1[N+](=O)[O-]	-2	i	i	0	i	i	i	i	-0.3	i	i
O=C(Nc1nccs1)c1cc(-c2ccncc2)nc2ccccc12	11	i	i	0	i	i	i	i	-0.5	i	i
Cc1cc(C)c2cc(C#N)c(SCC(=O)NCC3CCCO3)nc2c1 (centres undefined)	-4	i	i	0	i	i	i	i	-0.1	i	i
CCOc1cc(/C=N/NC(=O)C(=O)N2CCCC2)ccc1O	-3	i	i	1	i	i	i	i	0.1	i	i
Cc1cccc(NC(=O)Cn2cnc3sc(C)c(S(=O)(=O)N4CCC(C)CC4)c3c2=O)n1	-2	i	i	5	i	i	i	i	-0.1	i	i
COc1cccc(-n2c(Cc3cc(=O)[nH]c(=O)[nH]3)nnc2SCC(=O)N2CCCCC2)c1	-1	i	i	13	i	i	i	i	0.0	i	i
COc1cc(C2C3=C(CCCC3=O)Nc3c2c(C)nn3-c2cccc(C)c2)cc(OC)c1O (centres undefined)	17	i	i	0	i	i	6.3*	i	-0.6	i	i
Cc1ccccc1CN1N=C(/C=C/c2ccccc2)CCC1=O	6	i	i	8	i	i	i	i	-0.7	i	i
COc1ccc(-n2nc(C(=O)O)c3ccccc3c2=O)cc1	1	i	i	-3	i	i	i	i	0.3	i	i
NC(=O)C(c1ccc(Sc2ccccc2)nn1)c1ccc(Cl)cc1Cl (centres undefined)	-2	i	i	3	i	i	i	i	0.2	i	i
O=C1c2ccccc2C2=Nc3ccccc3SC(c3cccc(F)c3)C12 (centres undefined)	79*	i	i	-1	i	i	i	i	4.1	i	i
Cc1cc(C)n2nc(C(=O)N/N=C/c3ccc(O)cc3)nc2n1	-7	i	i	-10	i	i	i	i	-0.3	i	i
Cc1cccc(C)c1OCc1cc(C(=O)NCC2CCCCC2)no1	-3	i	i	7	i	i	i	i	0.6	i	i
CCN1CCN(C(=O)c2cc3c(OC)c(OC)c(OC)cc3[nH]2)CC1	-1	i	i	5	i	i	i	i	-4.8	i	i
CCOc1ccc(CCNC(=O)COC(=O)c2ccc(S(C)(=O)=O)cc2)cc1OCC	-2	i	i	-12	i	i	i	i	-0.2	i	i
COc1ccc(/C=N\NC(=O)CCN2CCN(c3ccccc3)CC2)cc1OC	4	i	i	6	i	i	i	i	-0.4	i	i
CC(COc1ccccc1)N1CCC(CO)(Cc2ccccc2)CC1 (centres undefined)	-13	i	i	-15	i	i	i	i	-0.6	-9*	i
COc1cccc(C=Nc2cc(C)cc(C)c2)c1O	1	i	i	-18	i	i	i	i	-0.2	i	i
